Source: PubChem
BoNT F protease – BoNT F light chain protease inhibition | Multiplex microsphere protease cleavage assay, flow cytometry | inhibition, % at 10 µM | hit rate 0.22% among 360,000 | AID 588497; in the data active means inhibition above about 35%, passing the limit was not always enough; inconclusive means no clear call, values can overlap the other calls; further: plate controls were buffer without enzyme for full effect and enzyme alone for no effect
FBA Mtb inh – Mtb fructose-bisphosphate aldolase inhibition. P9WQA3. inhibition, % at 1 µM. hit rate 2.3% among 360,000. purified M. tuberculosis FBA, fluorescence read-out; in the data active means inhibition above about 27%;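 further: 0% = vehicle and 100% = reference inhibitor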
Target sequence (P9WQA3 whole entry, looked up): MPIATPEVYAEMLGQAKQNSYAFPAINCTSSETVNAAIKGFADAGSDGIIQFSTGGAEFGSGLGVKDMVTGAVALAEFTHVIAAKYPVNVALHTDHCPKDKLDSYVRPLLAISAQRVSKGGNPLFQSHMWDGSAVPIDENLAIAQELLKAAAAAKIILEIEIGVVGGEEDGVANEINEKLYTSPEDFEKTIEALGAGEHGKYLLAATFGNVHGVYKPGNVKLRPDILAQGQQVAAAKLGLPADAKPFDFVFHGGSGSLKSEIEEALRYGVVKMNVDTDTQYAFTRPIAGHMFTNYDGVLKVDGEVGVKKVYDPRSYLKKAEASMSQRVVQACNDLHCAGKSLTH
Mtb BioA inh – BioA (M. tuberculosis) enzyme inhibition; purified M. tuberculosis BioA enzyme, plate reader; AID 602481; inhibition, % at 9.99 µM; hit rate 0.096% among 360,000; in the data active means inhibition above about 40%; inconclusive means no clear call, values can overlap the other calls
CCHF vOTU inh – CCHFV vOTU protease inhibition. Pep-AMC fluorescence. inhibition, % at 11.5 µM. hit rate 0.55% among 370,000. AID 651958; further: 0% = vehicle wells with enzyme and 100% = no enzyme wells
UGM FP inh – blocks M. tuberculosis UGM enzyme; purified UGM, fluorescence polarization probe displacement; inhibition, % at 10 µM; hit rate 0.06% among 320,000; in the data active means inhibition above about 10%, passing the limit was not always enough; inconclusive means no clear call, values can overlap the other calls
Rv3671c inh – inhibitors of M. tuberculosis serine protease Rv3671c | P9WHR9 | inhibition, % at 5.96 µM | hit rate 0.048% among 320,000 | AID 2606; in the data active means inhibition above about 38%;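 further: extracellular domain of Rv3671c used as enzyme; 0% = enzyme with DMSO and 100% = no enzyme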
Target sequence (P9WHR9 whole entry, looked up, the tested form may be a part): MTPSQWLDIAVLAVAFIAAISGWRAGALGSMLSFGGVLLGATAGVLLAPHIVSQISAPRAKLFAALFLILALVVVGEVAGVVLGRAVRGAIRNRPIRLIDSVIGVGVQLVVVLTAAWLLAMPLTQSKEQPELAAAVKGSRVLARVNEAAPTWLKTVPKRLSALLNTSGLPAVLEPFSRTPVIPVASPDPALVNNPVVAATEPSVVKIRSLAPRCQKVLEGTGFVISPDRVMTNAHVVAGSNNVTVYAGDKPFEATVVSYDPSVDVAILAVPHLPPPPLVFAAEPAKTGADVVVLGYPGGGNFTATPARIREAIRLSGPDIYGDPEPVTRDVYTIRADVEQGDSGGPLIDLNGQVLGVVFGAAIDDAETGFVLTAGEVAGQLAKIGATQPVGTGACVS
FadD28 binding – inhibitors of Mycobacterium tuberculosis FadD28 bisubstrate binding | hit rate 0.22% among 360,000 | AID 588549 | FadD28 bisubstrate probe binding, fluorescence polarization | inhibition, % at 12.5 µM; in the data active means inhibition above about 8.5%, passing the limit was not always enough; inconclusive means no clear call, values can overlap the other calls
VHR inh abs – inhibitors of human VHR1 phosphatase (DUSP3). recombinant VHR phosphatase, pNPP absorbance. inhibition, % at 13.3 µM. AID 1654. hit rate 0.52% among 290,000; in the data active means inhibition above about 50%; further: some compounds called inactive have numbers as strong as hits
Target sequence (P51452 whole entry, looked up): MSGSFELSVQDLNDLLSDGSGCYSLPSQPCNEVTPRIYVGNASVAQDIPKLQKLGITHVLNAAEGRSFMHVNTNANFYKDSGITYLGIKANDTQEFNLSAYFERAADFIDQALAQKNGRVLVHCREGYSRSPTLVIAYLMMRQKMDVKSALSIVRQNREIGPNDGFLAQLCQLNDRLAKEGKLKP
MazF activator – MazEF (E. coli) toxin RNase activation; hit rate 0.32% among 350,000; P0AE70; FAM/BHQ RNA-DNA oligo cleavage fluorescence, 5 h; activation, % at 20 µM; in the data active means activation above about 50%
Target sequence (P0AE70 whole entry, looked up): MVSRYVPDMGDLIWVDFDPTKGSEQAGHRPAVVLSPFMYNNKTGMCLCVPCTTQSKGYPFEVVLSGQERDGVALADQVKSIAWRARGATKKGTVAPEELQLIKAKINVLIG
GDH-TPI inh – GDH-TPI coupled enzyme inhibition counter-screen; GDH-TPI coupled enzyme counterscreen, NADH absorbance; hit rate 1.2% among 360,000; AID 588335; inhibition, % at 4.8 µM;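 further: 0% = DMSO wells and 100% = wells lacking the enzyme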
Active calls of the source: *; ? = inconclusive; nt = not tested or not shown; + = active, no number; & = joins results of further samples. Unless noted, no stated cut-off is given here; in the data, active means inhibition above about 30%; inactive means the rest.

SMILES	BoNT F protease	FBA Mtb inh	Mtb BioA inh	CCHF vOTU inh	UGM FP inh	Rv3671c inh	FadD28 binding	VHR inh abs	MazF activator	GDH-TPI inh
CC1CC(C)CN(S(=O)(=O)c2ccc(C(=O)Nc3nnc(C4CC4)o3)cc2)C1 (centres undefined)	-2	1	0.1	12	-0.7	2	0.7	10	5	5
COCCNS(=O)(=O)c1ccc(-c2ccc(C)cc2)cc1	-18	1	1.0	-8	-1.5	-5	0.0	-25	8	9
Cc1nn(C)cc1NC(=O)c1ccc(Br)o1	-4	0	nt	6	0.7	-4	-0.9	-3	0	-1
CCN(C(=O)CSc1nnc(-c2ccc(F)cc2)n1C)C1CCS(=O)(=O)C1 (centres undefined)	-8	0	2.7	-7	-0.1	-1	-3.2	nt	4	-2
Cc1cc(=O)c2c(C)nn(-c3ccccc3)c2[nH]1	-7	5	nt	8	0.4	-6	-2.5	-4	1	-5
O=C1C=CC(n2cc(F)c(=O)[nH]c2=O)O1 (centres undefined)	0	0	-0.4	6	nt	nt	-0.4	nt	1	10
OCCCn1c(CCNc2nc(-c3ccc(F)cc3)cs2)nc2cc(C(F)(F)F)ccc21	-1	1	-1.4	17	-0.9	-5	-3.2	nt	2	-1
Cc1ccc(C(O)c2nc3ccccc3n2C(C)C)cc1 (centres undefined)	6	-1	0.5	7	-0.9	-2	-4.6	-11	9	-11
O=C(NCc1cccnc1)c1noc2c1CCCCC2	1	6	nt	nt	0.5	1	-0.1	-4	0	0
Cc1ccc(C(=O)N(NC2=NS(=O)(=O)c3ccccc32)S(=O)(=O)c2ccc(C)cc2)cc1	2	-2	-0.3	11	1.4	-3	-2.2	42	-2	10
COc1ccc(OCC(O)CN(CCO)CC(O)Cn2ccc3ccccc32)cc1 (centres undefined)	0	1	1.8	-1	-1.5	-2	-0.6	6	-4	5
CCOC(=O)CNC(=O)N(CCOC)CC1CCCN(C2Cc3ccccc3C2)C1 (centres undefined)	6	+	0.2	5	0.0	-1	-3.1	19	7	-8

Among those listed so far, these contain a carbonyl joined to an NH by a bond outside any ring:
SMILES	BoNT F protease	FBA Mtb inh	Mtb BioA inh	CCHF vOTU inh	UGM FP inh	Rv3671c inh	FadD28 binding	VHR inh abs	MazF activator	GDH-TPI inh
CC1CC(C)CN(S(=O)(=O)c2ccc(C(=O)Nc3nnc(C4CC4)o3)cc2)C1 (centres undefined)	-2	1	0.1	12	-0.7	2	0.7	10	5	5
Cc1nn(C)cc1NC(=O)c1ccc(Br)o1	-4	0	nt	6	0.7	-4	-0.9	-3	0	-1
O=C(NCc1cccnc1)c1noc2c1CCCCC2	1	6	nt	nt	0.5	1	-0.1	-4	0	0
CCOC(=O)CNC(=O)N(CCOC)CC1CCCN(C2Cc3ccccc3C2)C1 (centres undefined)	6	+	0.2	5	0.0	-1	-3.1	19	7	-8

(list continues)
SMILES	BoNT F protease	FBA Mtb inh	Mtb BioA inh	CCHF vOTU inh	UGM FP inh	Rv3671c inh	FadD28 binding	VHR inh abs	MazF activator	GDH-TPI inh
CCOC(=O)c1nc(Nc2ccc(N3CCC(C)CC3)cc2)c2ccccc2n1	-42	-3	-0.5	11	2.1	2	-2.6	7	15	16
CCN(C(=O)CSc1nc2nc(C)cc(C)n2n1)C1CCS(=O)(=O)C1 (centres undefined)	2	4	1.3	7	nt	4	2.3	8	7	21
O=C(COc1cccc(F)c1)NNC(=O)c1cccc(-n2cccc2)c1	-6	-2	nt	2	-0.7	-1	-3.6	nt	-3	0
COc1ccc(OC)c(CN(CCN2CCOCC2)S(=O)(=O)c2ccc(NC(C)=O)cc2)c1	0	2	1.2	10	5.5	-17	-1.9	17	-10	5
Cc1ccccc1C(=O)NC(=S)Nc1sc2c(c1C#N)CCCC2	5	4	-0.7	3	-1.6	-3	-1.1	-11	2	7
CCOC(=O)c1sc(=S)n(-c2ccccc2Cl)c1C	nt	3	1.2	3	-0.7	2	-1.8	17	-2	39*
OCC1OC(n2cnc3c(N4CCCC4)ncnc32)C(O)C1O (centres undefined)	3	-1	-0.7	4	nt	nt	-2.1	nt	12	4
CC(=O)c1ccc2cccc3c2c1N=CN3C	5	-3	-2.5	6	1.3	-16	0.8	21	35	14
CCOC(=O)c1ccc2c(c1)nc(SCC(=O)c1cc3ccccc3o1)n2CC	-6	-1	-2.9	13	0.2	-61	-3.3	-9	0	0
O=C(NC1CCN(C(=O)N2c3ccccc3Sc3ccccc32)CC1)c1ccco1	-14	-4	-4.3	-16	0.5	-6	-8.7	2	3	5
COc1ccc(NC(=O)Nc2ccc(C)cc2Br)c(OC)c1	2	5	0.0	9	1.0	4	-1.3	22	-13	2
O=C(CSc1nnc(-c2ccccc2)n1CC1CCCO1)N1CCCC1 (centres undefined)	-1	5	nt	-2	-0.3	3	-0.4	13	9	8
O=P(CCCCCCCCCP(=O)(c1ccccc1)c1ccccc1)(c1ccccc1)c1ccccc1	-12	-8	0.3	3	1.7	2	-4.4	23	-1	-4
C=CCn1c(N)cc(=O)nc1SCC(=O)Nc1ccccc1	-8	-2	4.3	-2	-1.3	-6	-3.7	-3	6	1
CC1(C(=O)NS(=O)(=O)c2ccccc2OC(F)(F)F)CCN1C(=O)Cc1ccccc1 (centres undefined)	-3	1	-0.4	3	nt	nt	1.4	nt	nt	16
COCC1CCN(Cc2nc(Cc3ccccc3Cl)no2)CC1	2	0	nt	-8	-1.4	0	-3.5	8	13	8
OCCNc1nc(Nc2ccccc2O)nc(N2CCCC2)n1	1	0	0.7	3	-0.6	5	-1.1	nt	7	6
CS(=O)(=O)N(CCc1ccccc1)CC(=O)N1CCN(Cc2ccc3c(c2)OCO3)CC1	3	2	3.4	-10	-3.7	1	2.5	12	2	6
Cc1cc(C)nc(NS(=O)(=O)c2ccc(NC(=O)c3ccc(O)cc3O)cc2)n1	1	27	-2.0	3	-0.1	nt	0.3	-12	12	13
COc1ccc(C(=O)N2CCC(n3c(C)nc4cc(F)ccc43)CC2)cc1OC	-11	1	nt	-6	0.2	-1	-0.1	13	6	5
COc1ccc(Br)cc1C=NNS(=O)(=O)c1ccc(C)cc1	0	-1	0.2	10	nt	nt	-4.6	nt	-2	8
CCOc1ccc(N(CC(=O)N2CCN(C(=O)CN(c3ccc(OCC)cc3)S(C)(=O)=O)CC2)S(C)(=O)=O)cc1	nt	1	-1.0	-16	1.6	-2	-2.5	31	1	9
CCN(CC(=O)Nc1c(F)cccc1F)C(=O)c1ccc(=O)[nH]c1	-2	5	-1.4	-3	-0.8	nt	-2.3	26	8	-4
C1CCCC(N2CCNCC2)CC1	-16	3	0.7	10	0.2	2	-0.4	27	0	6
Cc1[nH]n(-c2ccccc2)c(=O)c1C(c1ccc([N+](=O)[O-])cc1)c1c(C)[nH]n(-c2ccccc2)c1=O	1	-9	nt	nt	1.5	-185	3.3	-6	6	11
O=C(CSc1ccc(-c2ccco2)nn1)NC1CCCCC1	7	3	nt	2	0.6	0	-1.3	-16	15	6
CCOc1ccc(OCC)c(-c2c(=O)n(OCc3ccccc3C(=O)OC)c3ccccc3[n+]2[O-])c1	-8	0	1.6	7	2.2	2	-0.5	36	-5	1
COc1ccc(NS(=O)(=O)c2cccc(C(=O)NCC(c3ccc(OC)cc3)N3CCOCC3)c2)cc1 (centres undefined)	-9	-1	-0.3	-9	-1.0	-5	-0.3	9	4	2
COc1cc(/C=N/Nc2ccc(C(=O)O)cc2)cc(OC)c1OC	7	-1	nt	0	-0.6	-3	-0.6	17	0	41*
Cc1noc(C)c1NC(=O)N(C)C[C@H]1OCCCC[C@@H](C)Oc2ccc(NC(=O)Nc3ccc(F)cc3)cc2C(=O)N([C@@H](C)CO)C[C@H]1C	-4	16	-2.3&0.6	8	nt	nt	-5.3	nt	-9	-7
COc1ccc(N2CCN(CC(O)COc3ccc(F)cc3)CC2)cc1 (centres undefined)	?	1	0.1	-15	2.2	-13	-2.8	nt	5	-5
Cc1cc(NC(=O)CN2CCN(c3ncccn3)CC2)no1	6	0	0.2	0	0.7	2	-0.3	15	8	1
Cc1ccc(C(=O)NC2CC(C)(C)NC(C)(C)C2)c(C)c1	-10	2	-1.5	-8	-0.7	4	-0.1	17	4	6
Cc1cc(/C=c2/sc3nc4ccccc4n3c2=O)c(C)n1-c1ccccn1	-12	4	-1.6	-28	-1.9	1	0.3	12	-45	15
O=C(CNC(=O)c1cc2ccccc2o1)NCc1cccs1	-5	0	-1.6	14	-2.3	-4	-0.8	0	5	2
COc1ccc(C(C(=O)NCC2CCCO2)N(C(=O)CNC(=O)c2ccco2)c2cc(C)cc(C)c2)cc1OC (centres undefined)	8	0	nt	20	-0.8	6	-1.0	20	1	-1
C/C(=N/N1CCN(c2ccccn2)CC1)c1ccc([N+](=O)[O-])cc1	7	-2	-1.6	-2	-4.7	4	-4.1	0	10	10
CCOc1ccccc1CNS(=O)(=O)c1cc(-c2cc(C)no2)ccc1OC	-1	-1	-0.6	2	1.5	2	-13	-27	9	-6
c1ccc(-c2ncc3c(ccc4ccccc43)n2)cc1	-9	-1	0.3	-13	1.8	-8	0.1	1	0	3
COc1ccc(CCNC(=O)CCCn2c(SCC#N)nc3ccccc3c2=O)cc1OC	-13	-1	0.3	-5	0.3	2	-0.7	2	-5	0
Cc1cccc(C(CC(=O)N2CCCCC2)c2ccccc2)c1O (centres undefined)	?	0	0.6	-11	-2.1	-1	-0.4	26	-2	6
CCCCNC(=O)CSc1nc2ccccc2c(=O)n1CCNC(C)=O	-9	0	-1.6	0	0.2	5	-1.8	44	4	-4
CCN(CC)c1nc(-c2ccccc2)ncc1S(=O)(=O)c1ccc(C)cc1	-5	4	nt	3	3.1	-15	-0.5	0	-3	0
O=C(Nc1ccc(F)cc1F)c1cccnc1	-16	5	5.2	15	4.1	-2	-2.0	25	2	-2
COc1ccc(C(=O)OCC(=O)NCC2CCCCC2)cc1F	nt	2	-0.8	8	nt	nt	-1.4	nt	-21	7
CC(C)CC(N)c1csc(NC(=O)C(c2ccccc2)c2ccccc2)n1 (centres undefined)	-15	-4	0.3	11	nt	nt	-10	nt	nt	-2
CN1C(=O)c2ccccc2CC12c1ccccc1C(=O)N2C (centres undefined)	3	-1	0.8	10	nt	nt	-4.2	nt	6	-5
Fc1ccc(-c2csc3ncnc(N4CCN(c5ccccc5)CC4)c23)cc1	-12	-1	-2.2	9	0.0	-10	-1.7	26	-12	8
O=C(c1cc2c(s1)CCCC2)N1CCN(S(=O)(=O)c2ccccc2C(F)(F)F)CC1	-15	-3	nt	14	1.9	12	-10	-4	-6	1
COc1ccc(S(=O)(=O)N2CCC(C(=O)Nc3nnc(C)s3)CC2)cc1OC	12	0	0.4	-1	1.2	2	-2.7	nt	0	-9
Cc1cc(NC(=O)CSc2nnc(-c3ccc(Br)o3)n2Cc2ccccc2)no1	-3	-2	nt	-5	0.2	5	-2.4	22	2	-2
Cc1ccnc(NC(=O)CCC(=O)N(CC(=O)NCc2ccccc2)Cc2ccc(F)cc2)c1	6	-4	1.2	-4	-2.7	-6	-2.3	13	5	6
O=C(NCCc1ccccc1)C1CCCN(c2cnccn2)C1 (centres undefined)	2	3	2.6	-1	5.0	-1	-4.3	-9	4	4
c1ccc2c(C[C@@H]3CNCCN3CC3CCCCC3)cccc2c1	-24	3	2.1	8	2.5	3	?	nt	5	-8
COc1ccccc1Cc1c(-c2cccc(Br)c2)nc2ccc(Cl)cn12	-6	5	-2.5	14	nt	nt	-7.2	nt	nt	nt
COc1cccc(NC(=O)CN(C)C(=O)C(C)Sc2ccccc2)c1 (centres undefined)	-10	-3	0.7	-4	nt	nt	-2.7	nt	-1	-9
O=C(CC12CC3CC(CC(C3)C1)C2)NCC(=O)N1CCc2ccccc2C1	30	-2	-1.6	7	-2.4	-16	1.1	2	2	5
COc1ccccc1CNC(=O)[C@H](C)NC(=O)[C@@H]1Cc2ccccc2CN1	2	-3	-0.4	-6	-0.2	-4	0.6	3	2	4
Clc1cccc(-c2ccc(/C=N/n3cnnc3)o2)c1Cl	4	3	-0.5	-1	-0.8	5	-2.9	13	2	34*
C=CCNc1scc(-c2ccccc2)[n+]1CC=C	-8	-2	nt	7	0.4	-9	-4.2	20	1	-10
